Screens as filed in PubChem BioAssay.
GRK2 inh: compounds blocking aptamer binding on GRK2 – biochemical, human GRK2, bead flow cytometry, HTS, primary screen; Beta-adrenergic receptor kinase 1 (Homo sapiens), P25098; FAM-aptamer displacement from GRK2; inhibition of aptamer binding, % at 10 µM; hit rate 0.59% among 330,000; AID 488847, 2010;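 active = inhibition of aptamer binding above 40%, roughly 3 SD of noise, on plates passing a quality check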;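 also: median bead fluorescence of bound FAM aptamer so fluorescent compounds give negative values; no value below 0 was filed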
MCL1 BIM primary: inhibitors of MCL1 binding to BIM-BH3, primary screen, biochemical, fluorescence polarization; GST-MCL1 / FITC-Bim-BH3 fluorescence polarization; inhibition, % at 10.9 µM; hit rate 0.68% among 320,000; AID 2057, 2009;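 active = inhibition above the mean inhibition of all tested compounds plus 3 SD, set per campaign, cut at about 40% in these data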;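 also: 0% = DMSO wells and 100% = unlabeled Bim-BH3 peptide control; higher means more loss of mP so more displacement of Bim peptide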
GLD-1 RNA inh: GLD-1/TGE RNA complex disruptors, primary screen, biochemical, fluorescence polarization; inhibition, % at 5.96 µM; purified GLD-1 + fluorescein TGE RNA; hit rate 0.44% among 320,000; Female germline-specific tumor suppressor gld-1 (Caenorhabditis elegans), Q17339;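 active = percent inhibition above a per-plate cutoff, the plate mean of test compounds plus 3 SD, cut at about 30% in these data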;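 also: 0% = DMSO wells with GLD-1 and probe and 100% = wells lacking GLD-1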
Target sequence (Q17339 whole entry, looked up): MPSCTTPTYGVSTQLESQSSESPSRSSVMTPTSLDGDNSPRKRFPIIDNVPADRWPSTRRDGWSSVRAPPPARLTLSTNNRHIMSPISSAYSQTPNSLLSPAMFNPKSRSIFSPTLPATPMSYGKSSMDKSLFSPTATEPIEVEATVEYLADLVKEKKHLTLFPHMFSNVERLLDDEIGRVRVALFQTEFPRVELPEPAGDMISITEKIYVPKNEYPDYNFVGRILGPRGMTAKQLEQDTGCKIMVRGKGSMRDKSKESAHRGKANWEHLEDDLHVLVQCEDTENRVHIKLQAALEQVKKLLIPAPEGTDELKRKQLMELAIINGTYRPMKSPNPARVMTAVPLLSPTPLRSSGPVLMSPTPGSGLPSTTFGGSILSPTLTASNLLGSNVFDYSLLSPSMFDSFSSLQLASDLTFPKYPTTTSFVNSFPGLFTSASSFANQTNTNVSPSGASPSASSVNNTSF
MEX-5 binding: MEX-5 zinc finger RNA-binding disruptors – biochemical, C. elegans, fluorescence polarization, MLPCN library, primary screen. MEX-5/FITC-TCR2 RNA binding; active compounds read low. hit rate 0.38% among 300,000. activity score (negative = inhibition of binding), % at 10 µM. Zinc finger protein mex-5 (Caenorhabditis elegans), Q9XUB2;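 active = inhibition past about -25% in most replicates, and total fluorescence under double the plate's negative control median, limit read from the data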;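 also: 0% = DMSO and -100% = 5 µM competing unlabeled TCR2 RNA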
Efflux pump inh: inhibitors of Candida efflux pumps in yeast, primary screen, S. cerevisiae, Nile Red, multiplex; S. cerevisiae Candida pump triplex; inhibition, % at 10 µM; hit rate 0.44% among 330,000; AID 485275, 2010;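 active = plate passing quality check with inhibition over a set limit, or well fluorescence over plate mean plus 4 SD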;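 also: Nile Red retained in pooled yeast measured as flow cytometry median fluorescence; 0% = buffer negative control and 100% = Enniatin B positive control; higher means more Nile Red kept so more efflux inhibition; some compounds called inactive have numbers as strong as hits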
BCLXL inh: inhibitors of human Bcl-xL, primary screen, biochemical, fluorescence polarization, HTS | Bcl-2-like protein 1 (Homo sapiens), Q07817 | GST-Bcl-xL / FITC-Bim BH3 peptide fluorescence polarization | inhibition, % at 10.9 µM | hit rate 0.7% among 320,000 | AID 2129, 2009;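 active = inhibition above the mean of all tested compounds plus 3 SD, cutoff set per campaign, cut at about 30% in these data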;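 also: 0% = DMSO wells and 100% = unlabeled Bim-BH3 peptide competitor; inhibitors lower millipolarization by displacing the labeled peptide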
Target sequence (Q07817 whole entry, looked up): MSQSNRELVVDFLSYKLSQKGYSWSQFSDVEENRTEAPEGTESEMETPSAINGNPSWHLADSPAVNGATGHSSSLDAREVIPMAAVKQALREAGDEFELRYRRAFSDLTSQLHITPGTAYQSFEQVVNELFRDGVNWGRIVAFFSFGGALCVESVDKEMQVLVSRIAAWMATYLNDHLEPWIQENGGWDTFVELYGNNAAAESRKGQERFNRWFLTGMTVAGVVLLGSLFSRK
Fam108B counter: mouse Fam108B serine hydrolase inhibitors, primary screen, counter-screen for RBBP9 inhibitor project, biochemical, fluorescence polarization | recombinant Fam108B, FP-Rh probe fluorescence polarization | inhibition, % at 9.51 µM | hit rate 0.33% among 300,000;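 active = inhibition above the screen mean inhibition plus 3 SD, computed separately per campaign, cut at about 18% in these data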;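 also: inhibitors lower polarization as less probe binds the enzyme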
VLA-4 inh: inhibition in human VLA-4 binding assay, primary screen, VLA-4 allosteric modulator project, MLPCN library, flow cytometry, VLA-4 expressing cells; inhibition, % (about 7 µM as worked out from the volumes in the protocol); Integrin alpha-4 (Homo sapiens), P13612; ligand binding flow cytometry; hit rate 0.2% among 330,000; in the data active = inhibition above about 50%
PME-1 primary: PME-1 inhibitors via competitive probe labeling, primary screen, biochemical, fluorescence polarization, FP-Rh probe, HTS; Protein phosphatase methylesterase 1 (Homo sapiens), Q9Y570; recombinant PME-1; inhibition, % at 5.9 µM; hit rate 0.53% among 320,000; AID 2130, 2009;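 active = inhibition above the campaign mean of all compounds plus 3 SD, cut at about 26% in these data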;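 also: competitive labeling of PME-1 active site by serine hydrolase directed probe; 0% = PME-1 with DMSO and 100% = wells lacking PME-1 enzyme; inhibitors block probe labeling so polarization falls and inhibition rises; many of its hits are not listed in these tables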
Target sequence (Q9Y570 whole entry, looked up): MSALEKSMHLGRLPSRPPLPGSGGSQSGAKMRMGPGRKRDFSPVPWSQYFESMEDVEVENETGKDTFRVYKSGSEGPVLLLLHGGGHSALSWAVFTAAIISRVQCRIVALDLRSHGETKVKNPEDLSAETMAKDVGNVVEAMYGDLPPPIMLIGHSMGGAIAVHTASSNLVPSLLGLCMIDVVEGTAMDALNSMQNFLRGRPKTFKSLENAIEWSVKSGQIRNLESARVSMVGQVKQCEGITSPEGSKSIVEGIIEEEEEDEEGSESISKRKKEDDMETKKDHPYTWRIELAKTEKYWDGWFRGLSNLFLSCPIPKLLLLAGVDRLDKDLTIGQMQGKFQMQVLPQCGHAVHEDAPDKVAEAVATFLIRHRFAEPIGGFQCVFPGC
* hit, by the source's call.

For COc1ccc(C(=O)COC(=O)c2ccc(Cl)nc2)c(OC)c1 the results were GRK2 inh 4, MCL1 BIM primary -2, GLD-1 RNA inh 7, MEX-5 binding -0.3, Efflux pump inh 0.0, BCLXL inh -6, Fam108B counter -3, VLA-4 inh 11 and PME-1 primary -5.
`CC(C)N(C(=O)Cn1cc(SCC(=O)N2CCCC2)c2ccccc21)C(C)C` gave GRK2 inh 0, MCL1 BIM primary -4, GLD-1 RNA inh -7, MEX-5 binding -2.1, Efflux pump inh 0.2, BCLXL inh -5, Fam108B counter -2, VLA-4 inh 0 and PME-1 primary -1.
Cc1cccc(C)c1NC(=O)CNC(=O)c1ccc2ccccc2n1 was read as GRK2 inh 0, MCL1 BIM primary 1, GLD-1 RNA inh -3, Efflux pump inh -0.1, BCLXL inh 0, VLA-4 inh 11 and PME-1 primary 0.
Screening COc1ccc(CCN=C(N)NS(=O)(=O)c2ccc(OC)c(OC)c2)cc1OC returned GRK2 inh 0, MCL1 BIM primary 0, GLD-1 RNA inh 3, MEX-5 binding -2.4, Efflux pump inh 0.0, BCLXL inh 3, Fam108B counter -2, VLA-4 inh 5 and PME-1 primary 8.
For CC(=O)Nc1ccc(S(=O)(=O)Oc2cccc(/C=N/N=C3/NC(=O)C(CC(=O)O)S3)c2)cc1 (stereo not drawn) the results were GRK2 inh 0, MCL1 BIM primary 7, GLD-1 RNA inh 10, MEX-5 binding -4.6, Efflux pump inh 0.0, BCLXL inh 7, Fam108B counter 2, VLA-4 inh 15 and PME-1 primary -4.
`CCN(c1ccccc1)c1cc(C)nc2ncnn12` gave GRK2 inh 0, MCL1 BIM primary 0, GLD-1 RNA inh -2, MEX-5 binding -4.0, Efflux pump inh 0.0, BCLXL inh -2, Fam108B counter 2, VLA-4 inh 10 and PME-1 primary -1.
c1cn(CCCNc2ncnc3sc4c(c23)CCC4)cn1 was read as GRK2 inh 0, MCL1 BIM primary -4, GLD-1 RNA inh -4, MEX-5 binding -1.5, Efflux pump inh 0.2, BCLXL inh -3, Fam108B counter -5, VLA-4 inh 6 and PME-1 primary -4.
Screening CC(C)c1ccc(NC(=O)Cn2c(=O)oc3cccnc32)cc1 returned GRK2 inh 2, MCL1 BIM primary -6, GLD-1 RNA inh 3, MEX-5 binding 1.1, Efflux pump inh 0.0, BCLXL inh 0, Fam108B counter -1, VLA-4 inh 7 and PME-1 primary -3.
Screening COC(=O)[C@@]12CCCN1[C@H](c1ccc(-c3ccc(F)cc3)c(OC)c1)[C@H]1C(=O)N(C)C(=O)[C@H]12 returned GRK2 inh 2, MCL1 BIM primary -2, GLD-1 RNA inh 2, MEX-5 binding 5.9, Efflux pump inh 0.0, BCLXL inh -3, Fam108B counter 0, VLA-4 inh 22 and PME-1 primary -3.
`Cc1ccc(N(CCC#N)C(=O)CSc2nc3ccccc3c(=O)[nH]2)cc1` gave GRK2 inh 0, MCL1 BIM primary -3, GLD-1 RNA inh -2, Efflux pump inh -0.1, BCLXL inh 0, VLA-4 inh -3 and PME-1 primary 5.
`Cc1csc2nc(CNC(=O)c3cccc(C(F)(F)F)c3)cn12` gave GRK2 inh 5, MCL1 BIM primary 6, GLD-1 RNA inh -2, MEX-5 binding 2.0, Efflux pump inh 0.0, BCLXL inh 7, Fam108B counter -1, VLA-4 inh -50 and PME-1 primary 4.
Screening O=C(CNC1CCCC1)Nc1cc(Cl)ccc1[N+](=O)[O-] returned GRK2 inh 0, MCL1 BIM primary -5, GLD-1 RNA inh -4, MEX-5 binding 1.0, Efflux pump inh 0.4, BCLXL inh -2, Fam108B counter 1, VLA-4 inh -2 and PME-1 primary 6.
COc1ccc(CCNC(=O)c2nnn(CC(=O)Nc3cccc(F)c3)c2N)cc1OC was read as GRK2 inh 7, MCL1 BIM primary 6, GLD-1 RNA inh 6, MEX-5 binding 0.0, Efflux pump inh -0.2, BCLXL inh 4, Fam108B counter 3, VLA-4 inh 27 and PME-1 primary 1.
`COc1ccc(OC)c(Nc2nc3nonc3nc2N2CCCC(C)C2)c1` (stereo not drawn) gave GRK2 inh 0, MCL1 BIM primary 2, GLD-1 RNA inh 4, MEX-5 binding 3.4, Efflux pump inh -0.3, BCLXL inh 3, Fam108B counter -3, VLA-4 inh -6 and PME-1 primary 6.
CC1CCCCC1NC(=O)CN1C(=O)NC(C)(c2cc(F)ccc2F)C1=O (stereo not drawn) was read as GRK2 inh 0, MCL1 BIM primary -3, GLD-1 RNA inh 1, Efflux pump inh -0.2, BCLXL inh -1, VLA-4 inh 30 and PME-1 primary 0.
For CCCCOc1ccc(CSc2nnc(C)n2N)cc1[N+](=O)[O-] the results were GRK2 inh 0, MCL1 BIM primary 8, GLD-1 RNA inh 1, MEX-5 binding -0.5, Efflux pump inh -0.4, BCLXL inh 7, Fam108B counter 1, VLA-4 inh 8 and PME-1 primary 5.
For Cc1nc(NNC(=O)c2ccc([N+](=O)[O-])cc2)cc(-c2ccccc2)n1 the results were GRK2 inh 0, MCL1 BIM primary -2, GLD-1 RNA inh 4, MEX-5 binding -0.9, Efflux pump inh 0.0, BCLXL inh 1, Fam108B counter 2, VLA-4 inh 35 and PME-1 primary 2.
Screening O=C1/C(=C/c2ccco2)SC(=S)N1CCC(=O)N1CCCCC1CCO (stereo not drawn) returned GRK2 inh 1, MCL1 BIM primary 26, GLD-1 RNA inh -1, MEX-5 binding 3.9, Efflux pump inh -0.1, BCLXL inh 22, Fam108B counter 3, VLA-4 inh 1 and PME-1 primary -2.
For c1ccc(-c2nc3c4ccccc4ccn3c2CN2CCCCC2)cc1 the results were GRK2 inh 4, MCL1 BIM primary 0, GLD-1 RNA inh 0, MEX-5 binding 0.6, Efflux pump inh -0.2, BCLXL inh 2, Fam108B counter -2, VLA-4 inh 0 and PME-1 primary -1.
Screening COc1ccc(NC(=O)C2CC(=O)n3ncnc3N2)cc1 (stereo not drawn) returned GRK2 inh 0, MCL1 BIM primary -1, GLD-1 RNA inh 14, MEX-5 binding 0.3, Efflux pump inh 0.0, BCLXL inh 5, Fam108B counter 2, VLA-4 inh 1 and PME-1 primary 2.
`CCN(CC(=O)Nc1ccc(NC(C)=O)cc1)C(=O)c1ccc2c(c1)S(=O)(=O)N=C1CCCCCN12` gave GRK2 inh 1, MCL1 BIM primary -27, GLD-1 RNA inh -4, MEX-5 binding 0.2, Efflux pump inh 0.0, BCLXL inh -11, Fam108B counter 3, VLA-4 inh 9 and PME-1 primary -4.
For CCOC(=O)c1[nH]c2ccc(OC)cc2c1NS(=O)(=O)c1ccc(Cl)s1 the results were GRK2 inh 6, MCL1 BIM primary 5, GLD-1 RNA inh 4, MEX-5 binding 0.0, Efflux pump inh -0.6, BCLXL inh 0, Fam108B counter -1, VLA-4 inh -9 and PME-1 primary 12.
`COCCN1Cc2cccc(C(=O)Nc3cccc(C)c3C)c2C1=O` gave GRK2 inh 3, MCL1 BIM primary 3, GLD-1 RNA inh 1, MEX-5 binding 0.4, Efflux pump inh 0.1, BCLXL inh 6, Fam108B counter 2, VLA-4 inh 0 and PME-1 primary 1.
CC(c1ccco1)N(C(=O)COc1ccccc1[N+](=O)[O-])c1ccccn1 (stereo not drawn) was read as GRK2 inh 0, MCL1 BIM primary -2, GLD-1 RNA inh 11, MEX-5 binding 0.5, Efflux pump inh -0.1, BCLXL inh 0, Fam108B counter -1, VLA-4 inh 10 and PME-1 primary -1.
Screening O=C(NN1CCOCC1)C12CC3CC(CC(C3)C1)C2 returned GRK2 inh 20, MCL1 BIM primary 6, GLD-1 RNA inh -4, MEX-5 binding 0.2, Efflux pump inh -0.2, BCLXL inh 7, Fam108B counter 6, VLA-4 inh 6 and PME-1 primary 2.
`COc1ccc2cc(C(N)=O)/c(=N\NC(=O)c3ccccc3)oc2c1` gave GRK2 inh 0, MCL1 BIM primary 4, GLD-1 RNA inh -1, MEX-5 binding -1.5, Efflux pump inh -0.1, BCLXL inh 1, Fam108B counter 5, VLA-4 inh -2 and PME-1 primary 9.
`O=C(c1ccc(S(=O)(=O)N2CCCCCC2)cc1)N1CCN(c2ccccn2)CC1` gave GRK2 inh 2, MCL1 BIM primary -4, GLD-1 RNA inh 5, MEX-5 binding -2.1, Efflux pump inh 0.0, BCLXL inh 2, Fam108B counter 1, VLA-4 inh -12 and PME-1 primary 0.
For O=C(Nc1nnc(Cc2ccc(Cl)cc2)s1)c1cccnc1 the results were GRK2 inh 2, MCL1 BIM primary 10, GLD-1 RNA inh 1, MEX-5 binding -3.3, Efflux pump inh 0.1, BCLXL inh 5, Fam108B counter -3, VLA-4 inh 7 and PME-1 primary 5.
For CN1C(=O)C2(Oc3ccccc3C3CC(c4ccccc4)=NN32)c2ccccc21 (stereo not drawn) the results were GRK2 inh 0, MCL1 BIM primary -3, GLD-1 RNA inh -4, MEX-5 binding 0.6, Efflux pump inh 0.5, BCLXL inh 0, Fam108B counter -4, VLA-4 inh -4 and PME-1 primary -2.
Screening CCc1cc(=O)oc2c(C)c(OC(C)C(=O)NCCCn3ccnc3)ccc12 (stereo not drawn) returned GRK2 inh 0, MCL1 BIM primary -1, GLD-1 RNA inh 3, MEX-5 binding 1.4, Efflux pump inh 0.0, BCLXL inh 5, Fam108B counter 0, VLA-4 inh -2 and PME-1 primary 0.
For N#C/C(=C\C=C\c1ccccc1[N+](=O)[O-])c1nc(-c2ccc3c(c2)OCO3)cs1 the results were GRK2 inh 4, MCL1 BIM primary -43, GLD-1 RNA inh -22, MEX-5 binding 1.2, Efflux pump inh 0.2, BCLXL inh -20, Fam108B counter 5, VLA-4 inh inactive and PME-1 primary 0.
COc1ccc(Cc2nnc(SCC(=O)c3ccccc3)o2)cc1 was read as GRK2 inh 0, MCL1 BIM primary 7, GLD-1 RNA inh 2, MEX-5 binding -3.7, Efflux pump inh 0.0, BCLXL inh -1, Fam108B counter -4, VLA-4 inh 8 and PME-1 primary -1.
`Cc1ccc(S(=O)(=O)NC(CC(C)C)C(=O)Oc2ccc3c4c(c(=O)oc3c2)CCC4)cc1` (stereo not drawn) gave GRK2 inh 5, MCL1 BIM primary 0, GLD-1 RNA inh 2, MEX-5 binding -1.0, Efflux pump inh 0.0, BCLXL inh 5, Fam108B counter -8, VLA-4 inh 32 and PME-1 primary 2.
`COc1ccc(C(=O)OCCNC(=O)c2c(Cl)nc3ccccn23)cc1` gave GRK2 inh 0, MCL1 BIM primary 4, GLD-1 RNA inh 5, MEX-5 binding -0.9, Efflux pump inh -0.1, BCLXL inh 1, Fam108B counter 1, VLA-4 inh -7 and PME-1 primary 3.
Screening CC(Oc1ccccc1F)c1nnc(SCC(=O)c2c(N)n(C3CC3)c(=O)[nH]c2=O)o1 (stereo not drawn) returned GRK2 inh 1, MCL1 BIM primary -10, GLD-1 RNA inh 5, Efflux pump inh -0.2, BCLXL inh -4, VLA-4 inh 2 and PME-1 primary 0.

Only part of the results is shown, so the mix of outcomes need not match the whole.
